Screens (PubChem)
S100A4 inh HTS: S100A4-myosin IIA interaction inhibition; P26447; S100A4/TAMRA-MyoIIA peptide fluorescence polarization; inhibition, % at 10.7 µM; actives 0.14% (n = 360,000); AID 652163;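 active = mean inhibition of at least 70% across replicates, with every replicate also reaching that level; inconclusive = mean inhibition reaches 70% but some replicates fall short; inactive = mean inhibition below 70%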
Target sequence (P26447 whole entry, looked up): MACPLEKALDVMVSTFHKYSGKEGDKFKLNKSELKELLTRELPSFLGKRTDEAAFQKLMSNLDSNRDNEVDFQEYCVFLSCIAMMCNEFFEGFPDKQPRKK
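assay system = human S100A4 monomer with TAMRA-labelled myosin IIA peptide | also added = labelled myosin peptide probe, 5 nM | incubation = 5 min between mix addition and reading | control set = DMSO and TFP controls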
CASP6 VEID inh: caspase-6 (human) enzyme inhibition | P55212 | purified caspase-6, Z-VEID-R110 cleavage fluorescence | inhibition, % at 12.5 µM | actives 0.53% (n = 350,000);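 active = mean inhibition across replicates at least about 35%, with every replicate also reaching that limit, limit read from the data; inconclusive = only one of the two criteria met; inactive = neither criterion met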;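 note: 0% = median of neutral control wells and 100% = no fluorescence left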
Target sequence (P55212 24-179 limits assumed): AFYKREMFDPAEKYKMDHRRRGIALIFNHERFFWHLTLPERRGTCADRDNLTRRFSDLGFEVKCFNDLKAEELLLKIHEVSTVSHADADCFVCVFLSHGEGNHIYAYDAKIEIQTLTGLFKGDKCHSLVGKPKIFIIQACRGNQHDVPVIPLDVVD
Target sequence (P55212 194-293 limits assumed): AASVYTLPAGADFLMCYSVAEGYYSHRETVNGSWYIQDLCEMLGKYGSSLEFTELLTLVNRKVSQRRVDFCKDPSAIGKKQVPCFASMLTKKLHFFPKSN
SIRT5 inh: sirtuin-5 (human) deacylase inhibition. Purified SirT5, succinyl-peptide AMC, trypsin-coupled fluorescence. inhibition, % at 15 µM. actives 1.1% (n = 330,000). AID 652115. Q9NXA8; in the data active = inhibition above about 15%; inconclusive = no clear call, values can overlap the other calls
Target sequence (Q9NXA8 whole entry, looked up): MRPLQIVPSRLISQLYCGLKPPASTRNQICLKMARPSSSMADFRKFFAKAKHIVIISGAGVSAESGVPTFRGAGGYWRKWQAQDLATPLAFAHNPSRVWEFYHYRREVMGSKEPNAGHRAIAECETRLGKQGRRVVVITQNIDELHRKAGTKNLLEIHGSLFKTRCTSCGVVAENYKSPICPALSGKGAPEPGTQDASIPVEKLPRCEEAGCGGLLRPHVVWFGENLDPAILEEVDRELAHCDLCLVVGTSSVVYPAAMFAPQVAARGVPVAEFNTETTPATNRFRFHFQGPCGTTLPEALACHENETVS
esBAF inh: SWI/SNF esBAF complex inhibition. mouse ES cells, Bmi1-luciferase knock-in reporter, 24 h; 100% = twice the neutral-well signal. reporter increase, % at 12.5 µM. actives 2% (n = 350,000). AID 602393; in the data active = activation above about 40%; inconclusive = no clear call, values can overlap the other calls;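 note: 0% = median of the plate's neutral control wells and 100% = double that signal; a rise in the Bmi1 reporter signal indicates esBAF inhibition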
FN deposition inh: fibronectin deposition inhibition. actives 0.086% (n = 350,000). inhibition, % at 12.6 µM. AH1F fibroblasts, Alexa488-fibronectin deposition fluorescence, overnight;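 active = mean inhibition across replicates of 30% or more, regardless of how many single replicates reach that level; inconclusive = mean under 30% yet at least half of replicates reach 30%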;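 note: positive control wells lacked labelled fibronectin entirely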
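Assay system: AH1F fibroblasts / Quantity: 10000 cells per well / Medium: DMEM plus 2% serum, read in PBS / Reagent: labelled fibronectin 24 nM / Dosing: single dose, pinned / Times: 1 h cell attachment, overnight exposure to compound and label / Signal: fluorescence, ex 485 nm, em 525 nm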
LGR2 inh: Drosophila LGR2 receptor signaling inhibition; HEK293 LGR2, CRE-luciferase, bursicon-stimulated, 4 h; inhibition, % at 9.99 µM; actives 0.35% (n = 380,000);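 active = drop in luminescence signal, shown as inhibition above about 50% in the replicate tests, limit read from the data, passing the limit was not always enough; inconclusive = probably only some replicates passing the limit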;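 note: agonist challenge used bursicon conditioned medium at about half maximal strength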
Statin myotox sup: suppression of simvastatin myotoxicity; actives 0.78% (n = 330,000); rescue of ATP level, % at 7.49 µM; AID 602340; C2C12 myotubes + simvastatin, ATP luminescence, 48 h; scaled: DMSO 0, geranylgeraniol control 100;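 active = mean ATP rescue above about 67%, or every replicate alone reaching that limit, limit read from the data, passing the limit was not always enough; inconclusive = no clear call, values can overlap the other calls; inactive = mean under the limit and some replicate under it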;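 note: myotubes were challenged with 10 µM simvastatin during compound exposure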
Active calls of the source: *; ? = inconclusive; . = not tested or not shown.

Every second line gives: S100A4 inh HTS, CASP6 VEID inh, SIRT5 inh, esBAF inh, FN deposition inh, LGR2 inh, Statin myotox sup
- CCOC(=O)c1ccc(NC(=O)Nc2ccccn2)cc1
    2, 1, -3, 59*, -9, -76, -12
- COc1ccc(/C=N/OCc2ccc(Br)cc2)c(OC)c1
    -1, -6, 1, 11, 5, -4, -7
- COc1ccccc1C1N(c2cc(Cl)ccc2OC)C(=O)C2CCCN21 (configuration not stated)
    2, 3, ., -3, -23, 2, 1
- O=C(Nc1cccc2ccccc12)c1cn(-c2ccccc2)nc1-c1cccs1
    -6, -2, -1, ., ., -11, .
- O=C1CCCN1c1ccc(N2CCCC2=O)cc1
    -2, -1, -3, -7, -1, ., -9
- COCCNC(=O)NC(=O)COC(=O)C1(c2ccc(Cl)cc2)CC1
    -1, 3, ., ., -6, 7, .
- C=CCN(C(=O)CNC(=O)c1ccco1)C(C(=O)NC1CCCC1)c1ccc(OC)cc1 (configuration not stated)
    -4, 0, -2, -3, -17, 0, -3
- COc1ccc(-c2cn(-c3ccc(OC)cc3)c(=S)[nH]2)cc1
    ., ., ., 10, -1, -1, -75
- C[C@@H]1CN([C@@H](C)CO)C(=O)c2cc(NS(=O)(=O)c3ccccc3)ccc2O[C@@H](C)CCCCO[C@H]1CN(C)C(=O)c1ccncc1
    1, -1, -3, -1, ., 18, .
- C[C@@H](C(=O)NCCc1ccccc1)N1C(=O)N2CCc3c([nH]c4ccccc34)[C@@]2(C)C1=O
    -8, -2, -1, 23, ., -10, 1
- COc1cc(C#N)c(NC(=O)CN2CCC(C(N)=O)CC2)cc1OC
    1, 2, ., ., ., 8, .
- C[C@@H]1CN([C@H](C)CO)C(=O)Cc2cc(NC(=O)Nc3cccc4ccccc34)ccc2O[C@@H]1CN(C)S(=O)(=O)c1ccccc1
    -11, ., 2, -5, ., -7, 21
- CCCNS(=O)(=O)c1ccc(CCC(=O)N2CCN(c3ccc(OC)cc3)CC2)cc1
    0, 1, -1, 3, ., 0, 36
- COc1ccc(C2=CC(c3ccc(F)cc3)n3nnnc3N2)cc1 (configuration not stated)
    ., ., ., -6, 0, ., -6
- O=C(NCc1csc(-c2ccccc2)n1)c1cc(F)cc2c1OCOC2
    -1, -4, -1, ., 5, -28, .
- CCCCCCOc1ccc(N2C(=O)CC(N3CCC(C(=O)OCC)CC3)C2=O)cc1 (configuration not stated)
    ., ., ., -3, ., 4, 1
- O=S(=O)(NCc1cccs1)c1ccc(Br)cc1
    -5, -10, 2, ., 4, 8, .
- COc1ccc(CCNS(=O)(=O)c2ccc(F)cc2)cc1OC
    -11, -3, -2, -1, ., 1, 3
- O=C(O)C1=C[C@@H](c2ccc(Br)cc2)C[C@@H](OCCCCO)O1
    8, -1, -1, -1, -9, 25, 0
- CCOC(=O)N1CCN(CC(O)COc2ccc(CC)cc2)CC1 (configuration not stated)
    -6, 1, 9, -4, -6, 6, -12
- C[C@H](CO)N1C[C@H](C)[C@H](CN(C)C(=O)NC2CCCCC2)OCCCC[C@H](C)Oc2ccc(NC(=O)CCCN(C)C)cc2C1=O
    -3, -1, -3, -5, -6, 12, .
- Cc1c(NC(=O)CN2CCN(c3ccc(F)cc3)CC2)c(=O)n(-c2ccccc2)n1C
    0, 1, 0, ., -11, 16, .
- N#CC[C@H](Cc1ccccc1)N1CCN(CCc2ccccc2)CCC1=O
    -6, -15, ., 1, 2, 5, -9
- O=C(Oc1ccc2c(c1)OCO2)c1ccc(F)cc1Cl
    ., ., ., 27, 0, ., 9
- CCCNC(=O)N1CC2(CCN(C(=O)C3CCCC3)CC2)c2c([nH]c3cc(OC)ccc23)[C@@H]1CO
    10, -1, 3, ., ., ., .
- COc1ccccc1CN1CC(C(=O)N(CCO)Cc2cccs2)CCC1=O (configuration not stated)
    2, -1, -1, -2, ., 20, 2
- CC(C)(C)C(=O)CSc1nc2ccccc2o1
    5, -1, -4, ., -8, -47, .
- Cc1ccc(OCCC(=O)OCC(=O)NCc2ccccc2)cc1
    2, 2, -2, ., -4, 3, .
- CC(=O)Oc1ccc2ccccc2c1C(NC(=O)Cc1ccccc1)c1ccccc1 (configuration not stated)
    ., ., ., -34, -3, 14, ?
- Cc1csc2ncc(C(=O)Nc3cccc(C(F)(F)F)c3)c(=O)n12
    -2, -2, 2, 22, -15, 2, 107*

Three of the entries above in order of the CASP6 VEID inh value, descending:
| smiles | S100A4 inh HTS | CASP6 VEID inh | SIRT5 inh | esBAF inh | LGR2 inh |
| --- | --- | --- | --- | --- | --- |
| CCOC(=O)N1CCN(CC(O)COc2ccc(CC)cc2)CC1 (configuration not stated) | -6 | 1 | 9 | -4 | 6 |
| C=CCN(C(=O)CNC(=O)c1ccco1)C(C(=O)NC1CCCC1)c1ccc(OC)cc1 (configuration not stated) | -4 | 0 | -2 | -3 | 0 |
| O=C(Nc1cccc2ccccc12)c1cn(-c2ccccc2)nc1-c1cccs1 | -6 | -2 | -1 | . | -11 |

Other records follow.
Every second line gives: S100A4 inh HTS, CASP6 VEID inh, SIRT5 inh, esBAF inh, FN deposition inh, LGR2 inh, Statin myotox sup
- COc1ccc2c3c([nH]c2c1)[C@@H](CO)N(C(=O)NC(C)C)CC31CCN(Cc2ccc(F)cc2)CC1
    0, 4, 8, ., ., 2, .
- Cc1ccc(-c2ccc([C@H]3[C@@H](CO)N4C(=O)CN(C(=O)Nc5cccc(F)c5)C[C@@H]34)cc2)cc1
    1, 0, 6, ., ., -4, .
- COc1ccc(C(=O)CNc2ccccc2Br)cc1
    13, 1, -7, ?, -1, -17, 4
- Cc1cc(C(C)(C)C)cc(S(=O)(=O)NCCc2ccncc2)c1C
    -1, 0, -2, 8, -1, 3, -3
- CCCCNS(=O)(=O)c1ccc2nc(SCC(=O)Nc3cccc(F)c3)[nH]c2c1
    ., ., ., 9, -2, 8, 23
- Cc1ccc(NS(=O)(=O)c2c(C(=O)N3CCCCCC3)c(C)n(C)c2C)c(Cl)c1
    -10, 2, -2, 1, 0, 4, 12
- O=C(CC(C(=O)N1CCc2ccccc21)n1ccnc1)N1CCc2ccccc2C1 (configuration not stated)
    ., ., ., 7, -2, 17, 18
- Cc1noc(C)c1NC(=O)Nc1cccc2c1O[C@H](CN(C)Cc1ccc(C(F)(F)F)cc1)[C@H](C)CN([C@@H](C)CO)C2=O
    -5, -2, 3, -4, ., 15, -28
- COC(=O)C[C@H]1C[C@@H]2c3cc(NC(=O)Nc4ccccc4)ccc3O[C@@H]2[C@H](CO)O1
    8, -1, ., 7, ., -2, -6
- CN(CCc1ccccn1)C(=O)c1cccnc1Oc1ccccc1
    1, 0, -3, -5, 8, -2, -2
- C[C@H]1CN([C@@H](C)CO)S(=O)(=O)c2ccc(C#CC3CCCC3)cc2O[C@H]1CN(C)CC1CC1
    -11, 1, 4, -8, ., 8, .
- O=C(c1ccccc1)N1CC(=O)N2[C@H](CO)[C@H](c3ccc(-c4ccccc4)cc3)[C@@H]2C1
    -8, 5, 1, ., 6, -20, .
- COc1cccc(OCc2ccc(Cn3nc(NC(=O)NCCc4ccc(OC)c(OC)c4)c4ccccc43)cc2)c1
    -2, 1, 35*, 8, 4, -7, -6
- N#Cc1ccc(/C=C\c2nccc3c2[nH]c2ccccc23)cc1
    1, 3, 0, ., -5, -3, .
- CC(=O)N1Cc2cc(C(=O)NCc3cccc(F)c3)nc(-c3cccc(C4=CCCC4)c3)c2[C@@H]1CCO
    -2, 0, 0, ., 5, 9, .
- C[C@@H]1CN([C@@H](C)CO)C(=O)c2cccc(NC(=O)c3ccc(-c4nccs4)cc3)c2O[C@H]1CN(C)C(=O)Nc1ccc2c(c1)OCO2
    30, 0, -1, 0, ., -1, -11
- CN(C(=O)c1ccc(NC(=O)Cc2ccccc2)cc1)c1ccccc1
    -5, 1, 0, 12, 0, 6, -1
- CCOc1ccc(C(CC(=O)O)NC(=O)Cc2ccc(Cl)cc2)cc1 (configuration not stated)
    -2, 0, -3, 1, -1, 8, -2
- CN1C(=O)NC(c2cccc([N+](=O)[O-])c2)C2=C1CC(C)(C)CC2=O (configuration not stated)
    -3, 2, -1, -5, -4, 5, 1
- CC(C)NC(=O)Nc1ccc2c(c1)CC(=O)N([C@@H](C)CO)C[C@H](C)[C@H](CN(C)C(=O)NC1CCCCC1)O2
    -7, 4, -1, 1, ., -7, -5
- COc1ccc(N2C(=O)CC(N3CCN(S(=O)(=O)c4ccc(Cl)cc4)CC3)C2=O)cc1 (configuration not stated)
    -12, -1, -4, ., -5, -6, .
- CCCCN(C(=O)c1cc(=O)[nH]c2ccccc12)c1c(N)n(CCCC)c(=O)[nH]c1=O
    -1, 3, -1, -3, 4, 4, -10
- CN(C)CCN(C(=O)c1ccc2ccccc2c1)c1nc2cc3c(cc2s1)OCCO3
    -10, -2, -2, 7, -2, -16, 8
- COc1ccccc1OCc1nnc(SCC(=O)N2CCCCC2)o1
    -5, 0, -3, -6, 7, 2, -2
- O=C(N/N=C/c1ccncc1)c1ccc(NC(=O)c2ccc(Cl)cc2)cc1
    4, 1, 4, ., ., 5, .
- O=C(CN1CCN(c2ccccc2O)CC1)Nc1ccnn1C1CCCC1
    -7, -2, -4, -18, ., -18, -1
- COc1ccccc1NC(=O)N(C)C[C@@H]1Oc2ncc(C#CC(C)C)cc2C(=O)N([C@H](C)CO)C[C@H]1C
    ., ., ., -3, -9, -7, 10
- COc1ccc2oc(=N)c(C(=O)Nc3cccc(C)c3C)cc2c1
    -2, 1, 0, 80*, -4, -52, 6
- CC(C)(C)C(=O)N1CCN(c2ccnc3cc(Cl)ccc23)CC1
    -2, -2, 1, -7, -5, 0, -11
- CCCn1cnc2cc(NC(=O)c3ccco3)ccc21
    -9, 2, -4, -14, 5, -18, -12
- O=C(NCCN1CCCC1)[C@@H]1[C@@H](CO)[C@@H]2Cn3c(cccc3=O)[C@H]1N2C(=O)c1ccccc1
    9, 4, -4, -1, -1, -35, -35
- CC(C)NC(=O)N1C[C@H]2[C@@H](c3ccccc31)[C@H](CO)N2C(=O)Nc1ccc(F)cc1
    5, -3, 1, -2, -3, -6, 12
- O=S1(=O)CCN(c2ccccc2CC(c2c[nH]c3ccccc23)c2c[nH]c3ccccc23)CC1
    2, -1, 0, ., 4, 5, .
- Cc1cc(C(=O)NCCCN2CCN(C3CCCCC3)CC2)n(-c2ccccc2)n1
    -4, -24, ., 0, -1, -20, -14
- NC(=O)c1cccnc1OCC(F)(F)F
    4, -2, 1, -9, -1, 8, 4
- C=CCOc1c(Br)cc(CNn2c(C)n[nH]c2=S)cc1OC
    0, 1, 1, -4, 2, 28, 3
- CN1CCN(C(=O)C[C@H]2CC[C@@H](NC(=O)Cc3ccccn3)[C@@H](CO)O2)CC1
    7, 0, 2, 0, -10, 15, 9
- O=C(COc1cccc2ccccc12)Nc1cc(Cl)ccc1C(=O)O
    -2, 3, -1, 1, ., 9, -16
- CCn1ccnc1[C@@H]1C[C@H]2CN(Cc3cccc(Cl)c3)C(=O)[C@]23CCCN13
    -6, 1, -4, ., 0, 1, .
- C[C@@H]1CN([C@H](C)CO)C(=O)c2cc(NC(=O)c3ccccc3)ccc2O[C@@H](C)CCCCO[C@@H]1CN(C)C(=O)Nc1cccc2ccccc12
    -31, 1, 9, -6, 11, 8, .
- CCCNS(=O)(=O)c1cc2c3c(c1)C(C)C(=O)N3CCC2 (configuration not stated)
    0, 1, 4, 0, 8, -2, -1
- Cc1ccc(S(=O)(=O)c2nc(-c3ccccc3)oc2NCCCN2CCOCC2)cc1
    3, -7, -2, ., -1, -46, .
- CCOC(=O)c1c(O)c2cc(Cl)ccc2n(CC)c1=O
    1, 0, 1, ., -19, 0, .
- C[C@@H]1CN([C@@H](C)CO)S(=O)(=O)c2ccc(C#CC3CCCC3)cc2O[C@H]1CN(C)C(=O)Nc1cc(F)ccc1F
    -2, 0, ., -4, ., -6, -37
- CNC(=S)N/N=C(\C)c1ccc(-n2ccnc2)cc1
    ., ., ., -2, -5, ., -13

Not all compounds are listed; rates above refer to the full screens.
